# Akt phos inh = HTS Assay for Inhibitors of Akt Phophorylation: Primary Screen; Neuro2A IGF-stimulated pAkt S473 HTRF, 20 min; stronger effect = lower value; activity change, % for hits at 50 µM; hit rate 0.32% among 360,000; AID 651550, 2012; in the data active = activity change below about -80%; inconclusive = mostly about -51% to -80%; also: % is scaled to controls: 0 for no effect and ±100 for the full control effect
#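 Single-point screen (50 µM final compound) in Neuro2A cells stimulated 20 min with 6 nM IGF at 37 deg C. After lysis, Ser473-phosphorylated Akt read by HTRF (ex 330 nm, em 615/665 nm) as the 665/615 ratio.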
# GLP-1R inv ag = qHTS of GLP-1 Receptor Inverse Agonists (Inhibition Mode) | Glucagon-like peptide 1 receptor (Homo sapiens), P43220 | HEK293 GLP-1R CRE-luciferase, luminescence, 24 h; GLP-1R form is constitutively active | Potency, µM (series often up to 38.3 µM), without a hit: top-dose activity change, negative = inhibition, actives largely listed as inhibitors | hit rate 1.6% among 410,000 | AID 624417, 2012; also: potency is read from the fitted curve at half-maximal effect; % is scaled to controls: 0 for no effect and ±100 for the full control effect; nearly all actives have a fitted effect of over 55% in size
#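 Inverse agonists were sought by their lowering of basal cAMP reporter luciferase output in HEK293 cells stably carrying constitutively active human GLP-1R, after 24 h compound treatment.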
# PTHR1 agonist = qHTS for PTHR1 Agonists: Primary Screen | Potency, µM (highest dose often 115 µM), for the others: top-dose activation, most hits filed as activators | HEK293 GP2 PTHR1 cells, GloSensor cAMP luminescence, 1 h | AID 743266, 2014 | hit rate 0.075% among 410,000; also: potency is read from the fitted curve at half-maximal effect; nearly all actives have a fitted effect of over 55% in size; some results filed as inactive show a strong effect at the top dose; inactives centre near -15; many of its hits are not listed in these tables
# Target sequence (Q03431 whole entry, looked up): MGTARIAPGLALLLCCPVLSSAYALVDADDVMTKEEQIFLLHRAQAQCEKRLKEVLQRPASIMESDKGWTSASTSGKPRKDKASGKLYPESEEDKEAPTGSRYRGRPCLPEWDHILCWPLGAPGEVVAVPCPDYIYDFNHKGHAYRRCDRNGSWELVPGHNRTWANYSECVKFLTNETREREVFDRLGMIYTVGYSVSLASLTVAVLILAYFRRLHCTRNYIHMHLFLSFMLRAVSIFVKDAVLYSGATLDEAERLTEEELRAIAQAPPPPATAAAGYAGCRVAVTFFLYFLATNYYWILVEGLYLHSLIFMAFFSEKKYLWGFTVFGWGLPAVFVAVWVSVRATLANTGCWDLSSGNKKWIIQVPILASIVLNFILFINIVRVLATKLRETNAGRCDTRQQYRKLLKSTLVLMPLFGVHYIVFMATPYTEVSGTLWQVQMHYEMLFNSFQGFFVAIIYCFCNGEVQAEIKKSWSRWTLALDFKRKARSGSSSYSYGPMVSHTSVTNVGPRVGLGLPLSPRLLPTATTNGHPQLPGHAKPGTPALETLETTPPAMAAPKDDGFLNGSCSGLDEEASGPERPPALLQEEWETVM
#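 HEK-293-derived GP2 cells expressing PTHR1 and a GloSensor cAMP reporter, 3,000/well, plated overnight, given luciferin plus IBMX (each 0.5 mM as added) for 1 h at 37 °C, then compound for 1 h at 37 °C. Luminescence was read after 15 min at room temperature.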
# GLP1R ag = qHTS of GLP-1 Receptor Agonists | Glucagon-like peptide 1 receptor (Homo sapiens), P43220 | HEK293 GLP-1R CRE-luciferase, luminescence, 4-6 h; cells express a hypersensitive GLP-1R form | Potency, µM (doses to about 45.6 µM), inactives show at the top dose activation, most hits filed as activators | hit rate 0.007% among 380,000 | AID 624172, 2012; also: potency is read from the fitted curve at half-maximal effect; % of control where 0% means no effect
# Abeta rescue = qHTS for compounds that reverse cellular toxicity of Amyloid beta (A-beta) peptide in yeast: Primary Screen; yeast expressing A-beta42, growth rescue, OD600, 48 h; response scale: 0% DMSO, 100% iron-clioquinol control; Potency, µM (highest dose often 46.1 µM), inactives show top-dose growth rescue, most hits filed as activators; hit rate 0.063% among 410,000; AID 1347071, 2019; also: potency is read from the fitted curve at half-maximal effect; nearly all actives have a fitted effect of over 55% in size
#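 Growth rescue measured by 600 nm absorbance after 48 h yeast culture at 30 C with compound. Values normalized between DMSO and an equimolar ferric chloride plus clioquinol control.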
# TDP43 rescue = qHTS of TDP-43 Inhibitors. Potency, µM (highest dose often 46.1 µM), for the others: at the highest dose growth rescue (activation), actives largely listed as activators. AID 652104, 2013. hit rate 1.8% among 410,000. TDP-43 expressing yeast growth rescue, BacTiter-Glo, 24 h; also: potency is read from the fitted curve at half-maximal effect; % of control where 0% means no effect; nearly all actives have a fitted effect of over 50% in size
#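 In this qHTS, compounds that restore growth of yeast expressing TDP-43 appear as activators. Cells (OD600=0.02, galactose medium, raffinose-pregrown) are incubated with compound 24 hr at 30 deg C and growth is quantified by BacTiter-Glo.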
# aSyn rescue = qHTS of alpha-syn Inhibitors; Yeast expressing alpha-synuclein, growth rescue, BacTiter-Glo, 24 h; AID 652106, 2013; Potency, µM (highest dose often 46.1 µM), inactives show top-dose growth rescue (activation), hits mostly activators; hit rate 0.14% among 370,000; also: potency is read from the fitted curve at half-maximal effect; % of control where 0% means no effect; nearly all actives have a fitted effect of over 65% in size
#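 Galactose-induced alpha-syn yeast (OD600=0.02, raffinose-pregrown) + pinned cpd, 24 hr, 30 deg C; growth by BacTiter-Glo luminescence. Growth restoration scores as activation.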
# D3 antag = qHTS of D3 Dopamine Receptor Antagonist: qHTS; D(3) dopamine receptor (Homo sapiens), P35462; D3R cells, DiscoveRx beta-arrestin luminescence, antagonist mode; stronger effect = lower value; max response, negative = inhibition, %; hit rate 2.5% among 360,000; AID 652054, 2013; in the data active = max response below about -50%; inconclusive = no clear call, values can overlap the other calls; also: % is scaled to controls: 0 for no effect and ±100 for the full control effect; mostly tested at two doses, the higher about 12 µM
# Target sequence (P35462 whole entry, looked up): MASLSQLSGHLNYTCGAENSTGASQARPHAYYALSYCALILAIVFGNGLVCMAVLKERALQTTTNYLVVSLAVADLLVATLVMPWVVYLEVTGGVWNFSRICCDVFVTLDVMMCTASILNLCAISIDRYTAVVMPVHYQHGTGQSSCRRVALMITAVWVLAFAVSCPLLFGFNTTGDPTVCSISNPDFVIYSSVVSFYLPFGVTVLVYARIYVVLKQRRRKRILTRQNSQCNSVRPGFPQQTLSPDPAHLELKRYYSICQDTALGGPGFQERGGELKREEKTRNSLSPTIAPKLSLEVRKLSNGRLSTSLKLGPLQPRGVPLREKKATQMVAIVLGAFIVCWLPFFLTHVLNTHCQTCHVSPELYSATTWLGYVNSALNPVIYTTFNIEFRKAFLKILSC
#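 Cells expressing the human receptor were seeded at 1500 cells/well, incubated overnight at 37 degrees C in 5% CO2, then exposed to library compounds with dopamine controls for 90 minutes at 37 degrees C before luminescent detection.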
# FUS suppressor = qHTS for Suppressors of FUS Proteinopathy: Primary screen using FUS-linked yeast assay; S. cerevisiae FUS-expressing, growth rescue, OD600, 24 h; Potency, µM (titrated, usually from 76.6 µM), for inactives: at the top dose growth rescue (activation), most hits filed as activators; hit rate 0.24% among 390,000;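 also: potency is read from the fitted curve at half-maximal effect; plate controls were DMSO vehicle for no effect and reference control for full effect; nearly all actives have a fitted effect of over 55% in size; some results filed as inactive show a strong effect at the top dose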
#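 Yeast FUS proteinopathy model; galactose-induced FUS (2%), starting OD 0.005. Cpds in dilution series, 24hr, 30C, 99% humidity. Abs 600 nm growth. Pos ctrl CP55940 (top 92uM final); neg ctrl DMSO.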
# An asterisk follows results filed as active; i = inactive; ? = inconclusive; . = not tested or not shown; [ ] = remark or other dose. Unless noted, calls follow the shape of the dose curve; as a rule, active = well fitted curve in the direction sought with a large enough effect; inconclusive = small, poorly fitted or top-dose-only effect, or another doubt; inactive = no such curve, though single readings can be large; an effect the other way counts as inactive or inconclusive.
smiles	Akt phos inh	GLP-1R inv ag	PTHR1 agonist	GLP1R ag	Abeta rescue	TDP43 rescue	aSyn rescue	D3 antag	FUS suppressor
CC1=CCC2C(=O)N(c3cccc(C(=O)NCc4ccccc4)c3)C(=O)C2C1 (configuration not stated)	i	?	-13%	4%	0%	1%	5%	2	15%
CCOC(=O)c1c(C)[nH]c(CCC(=O)NCCCN2CCN(c3cccc(Cl)c3)CC2)c1C	.	-34%	-21%	.	9%	14%	.	.	12%
CC(=O)c1coc2ccc(OCC(=O)O)cc12	i	1%	-18%[57.5 µM]	6%	-2%	22%	-9%	-5	28%
Cc1cc(OCCCC(=O)NCCc2nnc3ccccn23)ccc1Cl	i	-9%	-12%	-2%	-18%	15%	-7%	-7	?
Cc1cn([C@H]2C[C@H](O)[C@@H](/C=C/C(=O)NCc3ccc4c(c3)OCO4)O2)c(=O)[nH]c1=O	i	15%	-11%	4%	9%	16%	0%	10	-10%
CCN(CCCNC(=O)c1[nH]c(C)c(C(C)=O)c1C)c1ccccc1	i	?	-2%	6%	-7%	-17%	-2%	17	20%
COc1ccc(C2(C(=O)Nc3cc(C)on3)CCOCC2)cc1	i	-16%	?	-1%	-2%	-12%	-6%	12	-12%
Cc1ccc(NC(=O)c2oc3ccccc3c2NC(=O)C2CC2)cc1	i	2%	-21%	9%	20%	5%	1%	9	21%
CCN(CC(=O)NC1CCS(=O)(=O)C1)C(C)C(=O)Nc1ccc(F)cc1 (configuration not stated)	i	21%	9%	-2%	0%	10%	0%	15	-10%
CN(C)C(=S)NC(=NCc1ccc([N+](=O)[O-])cc1)c1ccccc1	i	0%	-15%	-7%	10%	-16%	-1%	-8	19%
CN(C(=O)c1cccc(NC(=O)C2CCN(C(=O)OC(C)(C)C)CC2)c1)C1CCC1	i	10%	-71%[inhibitor]	7%	5%	4%	-5%	1	12%
Oc1ccc(N=Nc2nccs2)c(O)c1	i	-9%	-16%	7%	?	?	2.2µM*	-74*	-5%
CC12CCC(=O)C=C1C(F)CC1C2C(O)CC2(C)C1CCC2(O)C(=O)CO (configuration not stated)	i	-22%	-11%	3%	1%	-8%	10%	18	11%
COc1ccc(OC)c(NS(=O)(=O)c2ccc3[nH]c(=O)[nH]c3c2)c1	i	-29%	-29%	1%	4%	-1%	-3%	-11	-17%
C=CCn1c(SCC(=O)N2CCN(c3ccc(F)cc3)CC2)nnc1-c1ccco1	i	?	-26%	3%	-11%	-1%	-3%	-19	5%
Cc1c(Cl)cccc1-n1ncc(C(=O)NC2CCCC2)c1C1CCN(C(=O)OC(C)(C)C)CC1	.	7%	i	.	19%	15%	.	.	-1%
COc1cccc(-c2cc(C(=O)NC3CCCC3)c3ccccc3n2)c1	i	-24%	-21%	19%	6%	27%	-4%	12	2%
O=C(CSc1ncn[nH]1)Nc1ccnc2ccccc12	i	-24%	-32%[inhibitor]	-2%	0%	?	1%	-26	-28%
C=CCSc1nc2c(c(=O)[nH]c(=O)n2C)n1Cc1ccccc1	i	43%[activator]	-70%[inhibitor]	20%	-6%	5%	-2%	3	-18%
Cc1ccc(-n2nc3ccc(NC(=O)COc4ccccc4)cc3n2)cc1Cl	.	3%	i	.	-16%	22%	.	.	-19%
NC(=O)N1N=C2/C(=C/c3ccccc3)CCCC2C1c1ccccc1 (configuration not stated)	i	?	-12%	17%	5%	25%	18%	5	33%
O=C(CN1CCCCC1)Nc1ccc(S(=O)(=O)c2ccc(NC(=O)CN3CCCCC3)cc2)cc1	i	-27%	i	13%	-3%	-11%	1%	-7	-7%
Cn1c(=O)oc2cc(S(=O)(=O)NC(CC(=O)O)c3cccc(Br)c3)ccc21 (configuration not stated)	.	12%	-17%	.	-4%	?	.	.	-10%
CC(C)(C)C(=O)Nc1cc2c3c(c1)CC(=O)N3CCC2	.	13%	-24%	-5%	-4%	-1%	-2%	-13	16%
COc1cc([N+](=O)[O-])ccc1NC(=O)CCCOc1ccccc1	i	-8%	i	6%	19%	26%	9%	-15	7%
CC(C)c1[nH]nc2c1C(c1cccc(OC(=O)N3CCOCC3)c1)C(C#N)=C(N)O2 (configuration not stated)	i	0%	-14%	-7%	-2%[9.22 µM]	4%	1%	0	-15%
Cc1cccc(N(C)c2nc3ccc(C)cc3n3cnnc23)c1	.	10%	-5%	.	-30%	13µM*	.	.	30%
COc1cc(C)nc(Oc2ccc(OCCOc3ccc(C)cc3)nn2)n1	i	-23%	i	15%	18%	10%	4%	?	0%
CC(CNCCCn1cnc2c(OCc3ccccc3)ncnc21)c1ccccc1 (configuration not stated)	i	?	-23%	1%	-12%	14%	-9%	-3	15%
COc1cc(NC(=O)CSc2nnc(-c3ccncc3)o2)cc(OC)c1OC	i	7%	0%	-11%	2%	15%	1%	-2	.
CCOC(=O)c1c(-c2ccc(OC)cc2)csc1NC(=O)CCN1CCOCC1	i	-19%	i	4%	-22%	-20%	14%	-4	6%
CCOC(=O)C1CCCN(C(=O)c2ccccc2[N+](=O)[O-])C1 (configuration not stated)	i	1%[7.66 µM]	-4%	0%	0%	4%[9.22 µM]	-2%	0	16%
O=C(Nc1ccccc1)c1cccc(S(=O)(=O)Nc2cccc(F)c2)c1	.	-25%	-39%[inhibitor]	.	14%	0%	.	.	-5%
COc1ccc(C(=O)Nc2nc3ccc4nc(C)sc4c3s2)cc1	i	10%	i	12%	-14%	24%	1%	-5	-12%
O=C(CSc1nc2ccccc2c(=O)n1NC(=O)Cc1ccccc1)NCc1ccccc1	i	?	-8%[57.5 µM]	-14%	9%	14%	-1%	17	9%
Fc1ccc2cnc(C3=CCCCC3)cc2c1	i	11%	i	-6%	-12%	15%	3%	?	-19%
CCOc1ccc(CCNC(=O)COn2nnc3ccc(S(=O)(=O)N4CCOCC4)cc32)cc1OCC	i	87%[activator]	-22%	10%	2%	-6%	-1%	0	16%
CC(C(=O)OCC(=O)N1CCCCC1)N1C(=O)c2ccccc2C1=O (configuration not stated)	i	4%	i	-2%	-6%	-4%	0%	21	.
N#Cc1ccc(N2CCCNCC2)nc1	i	0%	i	7%	-12%	6%	-1%	6	-21%
Cc1cccc(C(=O)Nc2cccc(-c3ccc4nncn4n3)c2)c1	i	54%[activator]	-3%	27%	1%	-9%	0%	-5	25%
O=C(N/N=C/c1ccco1)c1ccc(NC(=O)C2CCCCC2)cc1	i	2%	i	-3%	4%	-2%	1%	6	10%
CCN(CC)CC(O)CN1C(=O)NC(C)(C)C1=O (configuration not stated)	i	20%[7.66 µM]	-63%[inhibitor]	-1%	-16%	-23%[9.22 µM]	-5%	-12	4%
O=C(COc1ccccc1Cl)Nc1ccc2c(c1)OCO2	i	6%	-16%	16%	-15%	-1%	0%	?	12%
Cc1ccc(C(C)C)c(OCC(=O)Nc2c(C(=O)c3ccccc3)oc3ccccc23)c1	.	13%	26%	.	-15%	13%	.	.	-8%
CCC1=C(OC(=O)N(CC)CC)N2C(=O)OC(=NCC(=O)OC)[C@]2(C)[C@H]2C1=CC[C@H]1C(=O)N(CC)C(=O)[C@H]12	i	6%	i	-2%	2%	-1%	?	0	3%
CCCCNC(=O)c1sc(=S)n2c1[nH]c(=O)c1ccc(C(=O)NCCc3ccc(OC)c(OC)c3)cc12	i	9%	-35%[inhibitor]	-6%	.	-5%	-2%	7	-1%
O=c1c2ccccc2nc(-c2ccc(Cl)cc2)n1C1CCS(=O)(=O)C1 (configuration not stated)	i	-3%	-12%[57.5 µM]	13%	-13%	-11%	0%	8	6%
CCOC(=O)c1c(C)[nH]c(C)c1S(=O)(=O)N1CCC(C(=O)Nc2ccc(OCC)cc2)CC1	.	8%	i	.	-5%	0%	.	.	33%
Cc1nc2c(C(=O)NCCc3ccc(Cl)cc3)cnn2c(C)c1Cc1c(F)cccc1Cl	.	-7%	i	.	-10%	10%	.	.	14%
CCOC(=O)c1cc2c(=O)n3ccccc3nc2n(Cc2ccco2)c1=NC(=O)c1ccc(F)cc1	.	13%	i	.	-13%	5%	.	.	38%
CC(=O)N(Cc1ccc(F)cc1)Cc1nc2ccccc2c(=O)[nH]1	i	11%	-10%	3%	-15%	-20%	-3%	-4	-7%
Cc1ccc(N2C(=O)C(Cl)=C(Nc3c(C)n(C)n(-c4ccccc4)c3=O)C2=O)cc1	i	-13%	-6%[57.5 µM]	-2%	9%	-1%	0%	4	32%
CCOC(=O)c1sc(N2C(=O)C(O)=C(C(=O)c3ccc(C)o3)C2c2ccc(OC)c(OC)c2)nc1C (configuration not stated)	i	4%	-11%	10%	-8%	-12%	-2%	4	?
COc1ccc(S(=O)(=O)NCC(=O)NC2CC2)cc1OC	i	26%	-11%	-7%	9%	10%	-4%	-16	1%
Cc1cc(C)n(NC(=S)NC2CCCC2)c(=O)c1C#N	i	3%	?	2%	-20%	-1%	-2%	-30	10%

# The list is partial, so the mix of outcomes need not match the whole.
